Bioassay records deposited in PubChem BioAssay by National Center for Advancing Translational Sciences (NCATS).
ELG1 DNA repair: ELG1-dependent DNA repair inhibition | HEK293T ELG1-luciferase reporter, luminescence, 16 h; DNA damage induced by 5-fluorouridine | Potency, µM (top dose mostly 46.1 µM), for the others: at the top dose activity change, negative = inhibition, hits mostly inhibitors | hit rate 2.3% among 330,000; also: potency is read from the fitted curve at half-maximal effect; % is scaled to controls: 0 for no effect and ±100 for the full control effect; nearly all actives have a fitted effect of over 55% in size
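Quantitative HTS, concentration-response format. 2,000 cells/well co-treated with 5-fluorouridine and compound, 16 hr in 5% CO2 at 37 °C; ONE-Glo luminescence read after 30 min.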
TSG101-PTAP inh: blocks PTAP/TSG101 interaction to inhibit HIV-1 budding | Fluorescence polarization, FITC-PTAP peptide / Tsg101 binding | AID 493005 | Q99816 | Potency, µM (titrated, usually from 115 µM), inactives show at the highest dose activity change, negative = inhibition, actives largely listed as inhibitors | 340,000 tested, under 10 active; active = well fitted inhibition curve with a large enough effect in the main read-out, with a control signal flat, not every such curve was filed as active; inconclusive = small, poorly fitted or top-dose-only effect, or effect the other way, or a change in a side signal; inactive = no such curve, though single readings can be large or run the other way; also: potency is read from the fitted curve at half-maximal effect; % of control where 0% means no effect
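Steps: Tsg101 binding domain dispensed (10 uM final), compounds pinned in DMSO, FITC-labeled PTAP-motif peptide added (50 nM final); after 20 min binding at room temperature, polarization measured.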
AT treatment: candidate therapy for ataxia-telangiectasia; Potency, µM (doses to about 57.5 µM), without a hit: top-dose activation, most hits filed as activators; […] A-T fibroblasts, KAP-1 phosphorylation AlphaLISA; neocarzinostatin DNA damage 30 min before lysis; hit rate 0.19% among 320,000; also: potency is read from the fitted curve at half-maximal effect; % of control where 0% means no effect; nearly all actives have a fitted effect of over 45% in size
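hTERT-immortalized A-T patient fibroblasts ([…]), 500 cells/well in OPTI-MEM, 1% FBS, got compounds for 60 min, then NCS for 30 min at 37C. Lysates were then assayed for phospho-KAP-1 by AlphaLISA (anti-pKAP1 donor, anti-KAP1 acceptor beads), 6 hr at 25C.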
TSHR antag: human thyrotropin receptor antagonism | P16473 | TSHR-expressing cells, TSH-stimulated cAMP HTRF, 2 h; hits give low values | activity change, negative = inhibition, % at 11.5 µM | hit rate 0.2% among 330,000;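 active = activity change below a set negative limit, meaning inhibition stronger than a set level, cut at about -70% in these data; inconclusive = activity change between two set negative limits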; also: % is scaled to controls: 0 for no effect and ±100 for the full control effect
Target sequence (P16473 whole entry, looked up): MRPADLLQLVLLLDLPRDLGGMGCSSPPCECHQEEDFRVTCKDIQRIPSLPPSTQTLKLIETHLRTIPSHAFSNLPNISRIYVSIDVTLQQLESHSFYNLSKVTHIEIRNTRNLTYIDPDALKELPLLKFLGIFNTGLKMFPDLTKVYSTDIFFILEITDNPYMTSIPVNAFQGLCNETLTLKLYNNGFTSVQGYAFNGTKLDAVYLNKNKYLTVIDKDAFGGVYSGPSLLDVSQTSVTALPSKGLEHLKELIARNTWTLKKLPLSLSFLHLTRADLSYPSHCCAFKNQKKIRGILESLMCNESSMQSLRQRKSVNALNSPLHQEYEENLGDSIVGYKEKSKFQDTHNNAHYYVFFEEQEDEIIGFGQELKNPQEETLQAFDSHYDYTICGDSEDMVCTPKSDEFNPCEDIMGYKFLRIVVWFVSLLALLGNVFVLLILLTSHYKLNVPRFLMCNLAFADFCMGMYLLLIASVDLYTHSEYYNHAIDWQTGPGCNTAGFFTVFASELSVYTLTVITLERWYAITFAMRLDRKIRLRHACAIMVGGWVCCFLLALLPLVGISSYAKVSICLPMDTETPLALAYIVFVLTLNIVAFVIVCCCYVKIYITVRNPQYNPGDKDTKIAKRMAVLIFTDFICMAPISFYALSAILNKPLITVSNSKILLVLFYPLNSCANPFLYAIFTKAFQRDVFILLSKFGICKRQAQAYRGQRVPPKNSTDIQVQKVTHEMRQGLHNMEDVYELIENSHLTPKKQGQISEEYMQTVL
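Competitive HTRF cAMP read-out (cryptate anti-cAMP antibody, cAMP-d2; 30 min, room temperature) in freshly harvested TSHR cells. Compounds added before TSH at EC80 (4nM final), followed by 2 hours' incubation at 37 deg C.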
Tb PFK inh: blocks T. brucei phosphofructokinase. T. brucei PFK, ADP-Glo luminescence. Potency, µM (top dose mostly 57.5 µM), for inactives: at the highest dose activity, negative = inhibition, usual class: inhibitors. hit rate 0.17% among 330,000. AID 485367;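 also: potency is read from the fitted curve at half-maximal effect; 0% = uninhibited 1x PFK enzyme wells and -100% = no-enzyme wells; nearly all actives have a fitted effect of over 60% in size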
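Compounds were pin-transferred as a titration series up to 57 uM into substrate buffer (0.5 mM F6P, 0.1 mM ATP, pH 8.0), then 1.25 nM PFK was added and reactions ran 45 min before ADP-Glo detection.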
Eya2 phos inh: inhibitors of human Eya2 phosphatase activity. hit rate 0.006% among 330,000. O00167. recombinant Eya2, OMFP fluorescence dephosphorylation (OMFP is methylfluorescein phosphate). Potency, µM (top dose mostly 76.9 µM), for inactives: at the top dose activity, negative = inhibition, usual class: inhibitors; also: potency is read from the fitted curve at half-maximal effect; % is scaled to controls: 0 for no effect and ±100 for the full control effect
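Eya2 (0.2 uM) preincubated 10 min at ambient with compound, then OMFP substrate added at 50 uM; 10 min reaction in 50 mM HEPES pH 7.5, 50 mM NaCl, 5 uM MgCl2, 0.05% BSA, 1 mM DTT. Fluorescence read at Ex 485/Em 525 nm.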
TCR act: activates T cell receptor signaling; primary human leukocytes, anti-CD3, IL-2 HTRF, 48 h; Potency, µM (titrated, usually from 9.22 µM), for the others: at the highest dose activation of IL-2 secretion, hits mostly activators; 330,000 tested, under 10 active; also: % of control where 0% means no effect
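Activity was scored as IL-2 release from primary human leukocytes given only a TCR signal (a-CD3 beads) plus compound for 48 hr. Detection used a two-antibody HTRF format read at 665nm.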
Integrin act MD: activators of alpha7 integrin expression for muscular dystrophy | alpha7betagal myoblasts, beta-gal FDG fluorescence, 48 h | Potency, µM (titrated, usually from 38.3 µM), for inactives: at the top dose activation, most hits filed as activators | hit rate 0.064% among 350,000;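 also: potency is read from the fitted curve at half-maximal effect; 100% = response of the positive control SU9516; nearly all actives have a fitted effect of over 60% in size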
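alpha7betagal+/- myoblasts (passage 13, 250/well) treated 48 h at 37C with compounds at 1:260 dilution of DMSO stock. Lysed, then beta-galactosidase activity read as FDG fluorescence (ex 480/em 540) after 30 min, with pre-read for autofluorescence.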
Mito fusion act: mitochondrial division inhibition or fusion activation; Potency, µM (highest dose often 46.1 µM), without a hit: at the top dose growth rescue (activation), hits mostly activators; AID 485298; hit rate 0.23% among 320,000; S. cerevisiae fusion-defective mutant growth rescue, CellTiterGlo 48 h;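 also: potency is read from the fitted curve at half-maximal effect; % of control where 0% means no effect; nearly all actives have a fitted effect of over 45% in size; temperature-sensitive fusion mutants such as fzo1-1 at 37 °C on non-fermentable ethanol glycerol medium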
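Luminescent cell viability in 1536-well qHTS format served as the measure of rescued growth in ts fusion-mutant S. cerevisiae cultured on non-fermentable YPEG for 48 hours at 37C.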
S-ASM inh: human S-ASM enzyme inhibition; P17405; placental ASM, HMU-PC fluorogenic substrate, 60 min; Potency, µM (doses to about 57.5 µM), for inactives: at the highest dose activity change, negative = inhibition, most hits filed as inhibitors; hit rate 0.006% among 340,000; AID 504937; also: potency is read from the fitted curve at half-maximal effect
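Human placenta-derived ASM preincubated with compound 10 min at room temperature, then reacted with 9 uM (final) fluorogenic HMU-PC substrate for 60 min at 37 C. Stop solution raises pH to 10; fluorescence read at Ex 386/Em 447 nm.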
Chronic BCR inh: inhibitors of chronic active B-cell receptor signaling | ABC-DLBCL IkBa-CBG/CBR reporter, luminescence ratio, 4 h | Potency, µM (titrated, usually from 46.1 µM), for the others: at the top dose ratio change, negative = lower green/red ratio, hits mostly inhibitors | hit rate 0.05% among 340,000 | AID 493014; active = well fitted inhibition curve with a large enough effect in the signal ratio, with a control signal flat, not every such curve was filed as active; inconclusive = small, poorly fitted or top-dose-only effect, or effect the other way, or a change in a side signal; the % refers to the signal ratio;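 also: potency is read from the fitted curve at half-maximal effect; plate controls were basal doxycycline-induced cells for no effect and cells given 10 µM MG132 for full effect; MG132 reads +100%, hits lower the ratio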
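TMD8 human ABC-DLBCL cells with doxycycline-inducible IκBα–green luciferase fusion and unfused red luciferase, in 0.5% FBS medium; compounds up to 46 uM, 4 h at 37C. Green/red luminescence ratio, filter-overlap corrected, fitted to concentration-response curves.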
* hit, by the source's call; u = inconclusive; x = no result given; [ ] = another dose, or the depositor's remark. Unless noted, calls follow the shape of the dose curve; as a rule, active = well fitted curve in the direction sought with a large enough effect; inconclusive = small, poorly fitted or top-dose-only effect, or another doubt; inactive = no such curve, though single readings can be large; an effect the other way counts as inactive or inconclusive.

SMILES	ELG1 DNA repair	TSG101-PTAP inh	AT treatment	TSHR antag	Tb PFK inh	Eya2 phos inh	TCR act	Integrin act MD	Mito fusion act	S-ASM inh	Chronic BCR inh
COc1ccc2nc(N3C(=O)CC(Cc4cc(C)cc(C)c4)C3=O)sc2c1 (configuration not stated)	2%	-1%	1%	19	-3%	-3%	1%	10%	-14%	-19%	u
COc1ccc(CC(=O)Oc2ccc(C(C)(C)C)cc2)cc1S(=O)(=O)N1CCOCC1	15%	-1%	-1%	-2	0%	6%	-2%	-15%	4%	1%	-8%
COc1ccc(/C=C2\SC(=S)N(CCC(=O)N3CCCCC3CCO)C2=O)cc1 (configuration not stated)	u	3%	-13%	15	-28%	-11%	-3%	-35%[inhibitor]	-13%	-20%	u
CCC1C(=O)CC(c2ccco2)NC1c1ccco1 (configuration not stated)	-1%	-6%	-7%	-9	8%	-11%	5%[46.1 µM]	-3%	0%	2%	-2%
CC(=O)N1c2ccc(S(=O)(=O)NCC3CCC(C(=O)N4CCCC(C)C4)CC3)cc2CC1C (configuration not stated)	-7%	0%	2%	-9	-7%	-16%	-3%	-15%	-1%	5%	u
NNc1nc2sc3c(c2c(=O)n1Cc1ccccc1)CCC3	23%	-2%	-7%	1	-4%	-2%	-4%	6%	-2%	-5%	-1%
Cc1ccc(C(=O)C[n+]2cc(Br)cc(Br)c2)cc1	-17%	3%	-13%	1	-2%	10%	-1%	-16%	0%	-9%	20%
CC(C)(C)c1ccc(OCC(=O)N2CCN(c3ccccn3)CC2)cc1	u	-6%	-2%	1	0%	-3%	-6%	0%	4%	-2%	-6%
CN(CC(=O)NC1CCCc2ccccc21)S(=O)(=O)c1ccc2c(c1)c(=O)n(C)c(=O)n2C (configuration not stated)	u	0%	1%	-4	-1%	4%	12%	3%	0%	2%	2%
C/C(=N\NC(=O)CC1N=C(Cc2ccccc2)NNC1=O)c1ccncc1 (configuration not stated)	20%	-1%	5%	-4	-4%	-4%	1%	u	2%	7%	-15%
O=c1[nH]c(/C=C\c2cccnc2)c([N+](=O)[O-])c(=O)[nH]1	25%	-2%	1%	18	19%	3%	-1%	4%	-20%	7%	u
O=C(COC(=O)c1ccc2ccccc2n1)Nc1cccc(S(=O)(=O)NC2=NCCCCC2)c1	12%	-3%	11%	7	-1%	1%	3%	-26%	-3%	2%	-12%
COCCCn1c2nc3ccccc3nc2c2c(=O)n(-c3ccccc3OC)c(C)nc21	-20%	x	4%	-12	3%	-16%	3%[46.1 µM]	x	-2%	x	-29%
COc1cc(OC)c(CN2CCCN(C)CC2)cc1Br	-11%	-1%	4%	6	2%	-1%	x	-13%	-2%	1%	0%
NC(=O)c1ccc(N2CCN(S(=O)(=O)c3cccs3)CC2)c([N+](=O)[O-])c1	2.3µM*	-3%	11%	-29	1%	5%	x	-27%	x	-14%	-9%
CC1Oc2ccccc2N(Cc2ccc(F)cc2)C1=O (configuration not stated)	0%	-2%	0%	-10	1%	3%	-20%	0%	-9%	0%	-1%
O=C(COc1ccccc1)Nc1c(C(=O)N2CCC(N3CCCCC3)CC2)oc2ccccc12	1%	-3%	6%	2	1%	0%	-2%	-28%	1%	3%	-1%
Cc1ccc(N2C(=O)Nc3cc(Cl)c(Cl)cc3N2O)cc1Cl	-2%	1%	9%	-2	-6%	-5%	3%	-22%	-5%	7%	u
O=C(CCCCCn1c(=S)[nH]c2ccccc2c1=O)N1CCOCC1	u	-8%	6%	16	2%	1%	5%	4%	-3%	4%	u
Cc1ccc(S(=O)(=O)NNC2CC(=O)N(c3ccc(Br)cc3)C2=O)cc1 (configuration not stated)	17%	-4%	2%	10	-4%	4%	4%	2%	-3%	3%	0%
C#CCOCCOCCOCCNc1nc(N2CCN(C(=O)C([C@@H](C)CC)n3cc(C(N)CC(C)C)nn3)CC2)nc(N2CCN(C(=O)[C@H](CCC(=O)O)n3cc(C(N)CC(C)C)nn3)CC2)n1 (some centres not stated)	16%	-2%	4%	4	-3%	5%	0%	7%	-1%	-1%	-4%
O=C(c1ccc(Cl)cc1)C1CCN(C(=O)c2ccc(F)cc2)CC1	u	-1%	1%	-10	-4%	-3%	8%	32%	0%	-1%	-1%
Cc1nc(SCc2nc3ccc(Br)cc3[nH]2)c2oc3ccccc3c2n1	u	-2%	1%	4	-2%	-1%	3%	x	x	-23%	4%
CNC(=O)c1cc(C(=O)c2ccc(F)cc2C(F)(F)F)c[nH]1	-2%	-2%	-16%	-2	-7%	5%	-3%	-10%	3%	4%	-7%
CC(=O)c1sc(NC(=O)CCCOc2ccccc2C)nc1C	-6%	0%	0%	-3	-6%	12%	2%	20%	2%	3%	-16%

(more compounds)
SMILES	ELG1 DNA repair	TSG101-PTAP inh	AT treatment	TSHR antag	Tb PFK inh	Eya2 phos inh	TCR act	Integrin act MD	Mito fusion act	S-ASM inh	Chronic BCR inh
O=c1[nH]c(CSc2ncc(C(F)(F)F)cc2Cl)nc2cc(C(F)(F)F)ccc12	0%	-1%	-35%	0	1%	2%	1%	7%	12%	3%	17%
COc1ccc(Nc2ccnc3ccccc23)cc1	16µM*	0%	-12%	12	1%	-5%	-6%	16%	4%	-2%	u
CN(C)/C=N/S(=O)(=O)c1ccc(Cl)c(Cl)c1	-2%	-2%	-5%	3	3%	10%	-2%	-14%	0%	-6%	-1%
COc1ccc(N2CCN(C(=O)CCCOc3cc(=O)n(C)c4ccccc34)CC2)cc1	29%	-2%	-6%	-5	9%	7%	5%	-7%	-3%	-5%	u
O=C1C=C(c2ccccc2Oc2ccccc2)C[C@@H](c2ccc3c(c2)OCO3)C1	6.5µM*	-1%	6%	-5	6%	-10%	-3%	-8%	u	-1%	0%
Nc1nc(CSc2nnnn2-c2ccccc2)nc(N2CCCc3ccccc32)n1	16µM*	-1%	-2%	-2	2%	-3%	12%[46.1 µM]	-18%	u	-16%	-18%
CCOc1ccc2[nH]c(C(=O)N/N=C/c3cccc(OC)c3OC)cc2c1	-9%	-8%	2%	-3	0%	10%	11%	-10%	-14%	0%	u
C[N+]1(C2CCC3CCC2C3O)CCCC1 (configuration not stated)	1%	-3%	-4%	30	-3%	3%	-9%[46.1 µM]	1%	0%	5%	1%
CC(=O)c1cc(CN2CCN(Cc3ccc(C)cc3)C(CCO)C2)cs1 (configuration not stated)	u	-2%	4%	-4	0%	13%	7%	12%	-1%	10%	0%
COc1ccc(C)cc1NC(=O)CNC(c1ccccc1)c1ccccc1	-8%	1%	7%	-1	-11%	-5%	3%	u	-3%	-3%	-5%
Cn1c(NCc2ccccc2)nc2c1c(=O)n(Cc1ccc(Br)cc1)c(=O)n2C	21µM*	-3%	-1%	-18	1%	0%	6%	10%	25%	u	-9%
Cc1nc2ccc(S(=O)(=O)NCC(=O)N3CCN(c4ccccn4)CC3)cc2s1	u	0%	-1%	-2	1%	3%	-2%	-27%	-2%	-1%	-1%
Oc1ccc(Nc2nc(-c3cccnc3)cs2)cc1	u	1%	-8%	-4	0%	1%	x	-43%	-4%	3%	u
Cc1c(Cl)cccc1NC(=S)NCCCN(C)C	2%	-7%	4%	8	0%	-1%	6%[46.1 µM]	-31%	6%	1%	2%
CC(=O)c1cc(-c2ccccc2)n(CC(=O)N2CCC(C)CC2)c1C	-8%	-2%	-4%	-2	2%	-15%	-6%[46.1 µM]	-3%	-2%	2%	u
CC1(c2ccc3ccccc3c2)NC(=O)N(CC(=O)NCc2cccs2)C1=O (configuration not stated)	0%	0%	5%	1	9%	3%	11%[46.1 µM]	14%	-4%	0%	0%
OCCCCc1nccc2c1[nH]c1ccccc12	-5%	2%	-32%	-6	-15%	-16%	2%	-3%	-12%	5%	u
COc1cccc(C(=O)Nc2ccc(Cl)c(C(F)(F)F)c2)c1	-15%	-4%	-2%	-16	-17%	-27%	x	-5%	u	-9%	u
